Bioassay records: PubChem, several laboratories
MgcRacGAP inhibition: MgcRacGAP GTPase-activating activity inhibitors, confirmation, biochemical, ADP Hunter fluorescence | Rac GTPase-activating protein 1 (Homo sapiens) | MgcRacGAP-stimulated Rac1 GTP hydrolysis, ADP Hunter fluorescence; higher % means a stronger effect; GST-tagged Rac1 F28L mutant substrate | inhibition, % at 30 µM, or IC50 in µM where a hit was titrated | 340,000 compounds, 0.6% hits | AID 624330, 2012;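 active = first-screen hits whose inhibition reached a set limit at any dose in the follow-up dose series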;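 note: fluorescence reports GDP produced by GAP-driven GTP hydrolysis; strong numbers were not always called active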
NOD1 inhibition: NOD1 signaling inhibitors, primary screen, cell-based, luminescence, uHTS (AID 1578); NOD1-driven NF-kB luciferase reporter cells, luminescence; higher % means a stronger effect; inhibition, % at 4 µM; hits with a dose series show EC50 in µM; 290,000 compounds, 1% hits; in the data active = inhibition mostly above about 36%, no sharp cut-off; inactive = mostly below about 34%;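 note: HEK-293T reporter cells stimulated with the NOD1 agonist gamma-tri-DAP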
KOR beta-arrestin-1: KOR agonists, beta-arrestin recruitment, primary screen, cell-based, luminescence, uHTS (AID 1777); Kappa-type opioid receptor (Homo sapiens); KOR beta-arrestin recruitment, luminescence; higher % means a stronger effect; one-dose activation, % at 10 µM; EC50 in µM for titrated hits; 280,000 compounds, 0.02% hits; in the data active = activation above about 50%, passing the limit was not always enough; note: a part of the inactive calls stands beside numbers as strong as those of hits
HIV fusion peptide: inhibitors of HIV fusion peptide binding, primary screen, biochemical, uHTS, fluorescence dequenching (AID 1986). cell-free peptide binding, fluorescence dequenching, 30 min; higher % means a stronger effect. one-dose inhibition, % at 20 µM; IC50 in µM for titrated hits. 290,000 compounds, 0.3% hits; in the data active = inhibition mostly above about 52%, no sharp cut-off; inactive = mostly below about 76%; note: some results filed as inactive read as strong as hits
GPR55 LPI antagonism: GPR55 antagonists blocking LPI-driven arrestin recruitment, primary screen, imaging, U2OS, beta-arrestin-GFP, LPI agonist (AID 2013) | G-protein coupled receptor 55 (Homo sapiens) | U2OS GPR55 beta-arrestin-GFP translocation imaging, LPI antagonism; higher % means a stronger effect | inhibition, % at 10 µM, or IC50 in µM where a hit was titrated | 290,000 compounds, 0.13% hits;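 active = spots per cell inhibited over 60%, with over 100 cells counted and total cytoplasm intensity under 500,000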;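 note: U2OS cells stably carrying GPR55 and arrestin-GFP stimulated by 5 µM LPI near EC80; imaged beta-arrestin-GFP aggregate spots per cell after agonist stimulation; plate controls were LPI-stimulated DMSO wells for no effect and DMSO wells without LPI for full effect; some results filed as inactive read as strong as hits; confirmed hits need IC50 under 10 µM and bright autofluorescent wells are also inconclusive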
NOD2 inhibition: NOD2 signaling inhibitors, cell-based, luminescence, uHTS, HEK293 (AID 1566). HEK293 NOD2/NF-kB luciferase reporter, luminescence; higher % means a stronger effect. inhibition, % at 4 µM; hits with a dose series show EC50 in µM. 290,000 compounds, 0.63% hits; note: many of its hits are not listed in these tables
SV40 large T antigen: SV40 large T antigen inhibitors, biochemical (AID 1903) | 310,000 compounds, 0.39% hits | SV40 large T antigen ATPase/helicase inhibition assay; higher % means a stronger effect | inhibition, % at 20 µM; hits with a dose series show IC50 in µM; in the data active = a potency from the dose series; note: strong numbers were not always called active
KOR beta-arrestin-2: KOR antagonists, beta-arrestin recruitment, cell-based, luminescence, uHTS (AID 1778) | 290,000 compounds, 0.091% hits | inhibition, % at 10 µM, or IC50 in µM where a hit was titrated | KOR beta-arrestin recruitment, luminescence, antagonist mode; higher % means a stronger effect; note: strong numbers were not always called active
GPR55 beta-arrestin: GPR55 agonists via beta-arrestin recruitment, primary screen, imaging, U2OS cells, beta-arrestin-GFP redistribution (AID 1961); activation, % at 10 µM, or EC50 in µM where a hit was titrated; 290,000 compounds, 0.048% hits; U2OS GPR55 beta-arrestin-GFP redistribution imaging; higher % means a stronger effect;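 active = activation above 40% with more than 50 cells counted in the well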;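 note: U2OS osteosarcoma cells stably expressing GPR55 and beta-arrestin-GFP; plate controls were DMSO negative control for no effect and LPI positive control for full effect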
Active calls of the source: *; x = not tested or not shown; [ ] = remark or other dose. Cut-off read from the data, not from the text of the source, unless noted: active = inhibition above about 50%; inactive = the rest. These rows are one share of the data; rates above refer to the full screens.

MgcRacGAP inhibition | NOD1 inhibition | KOR beta-arrestin-1 | HIV fusion peptide | GPR55 LPI antagonism | NOD2 inhibition | SV40 large T antigen | KOR beta-arrestin-2 | GPR55 beta-arrestin | mol
4% | -29% | -1.5% | -1.0% | 4% | 7% | 3% | 0% | -0.2% | COC(=O)c1sc(S(=O)(=O)N2CCN(CCO)CC2)c(C(=O)OC)c1C
-3% | -14% | -2.9% | -0.6% | -7% | 8% | 3% | 15% | 0.2% | C/C(=C\c1cccc(Cl)c1Cl)C(=O)c1c(C)cc(C)[nH]c1=O
8% | x | -1.5% | -4.0% | 2.7µM* | 11% | 7% | 11% | -0.2% | CSc1nnc(-c2sccc2OCc2ccccc2)n1C
4% | -25% | -5.6% | -2.6% | 2% | -34% | 5% | -17% | -0.4% | Cc1ccc(CSCC(=O)N2CCN(Cc3ccc4c(c3)OCO4)CC2)cc1
6% | -26% | -2.7% | 0.8% | -12% | 6% | 8% | 2% | -0.1% | C/C(=N\O)C(=O)NCc1ccncc1
7% | -18% | 0.5% | 0.3% | -7% | 6% | -6% | -72% | -0.1% | CC(=O)Nc1cccc(NC(=O)CSc2nc3c(c(=O)n(C)c(=O)n3C)n2C)c1
0% | -8% | -7.9% | -0.3% | 15% | 0% | 11% | -4% | 0.9% | Cc1c(C(N)=O)sc2ncn(CC(=O)N(C)C3CCCCC3)c(=O)c12
4% | 7% | 4.4% | 7.6% | 4% | 17% | 7% | -5% | -0.2% | O=C(/C=C\Nc1ccc(S(=O)(=O)Nc2ncccn2)cc1)c1cccc2ccccc12
4% | -10% | -1.0% | 3.4% | 10% | -14% | 12% | -4% | 0.3% | COc1ccc(C(c2sc3ncnn3c2O)N2CCN(c3ccccc3F)CC2)cc1OC (configuration not stated)
6% | 4% | 2.4% | 1.7% | -3% | 20% | 8% | -10% | -0.1% | Cc1nc(C)c(C(=O)C2=C(O)C(=O)N(CCN(C)C)C2c2ccco2)s1 (configuration not stated)
4% | -13% | 0.0% | 0.3% | -29% | 12% | -1% | -33%[20 µM] | -0.1% | CN1CCC(NC(=O)CCc2ccccc2)CC1
13% | -26% | -2.8% | 0.7% | 5% | -13% | -3% | 44% | -0.4% | CC1(C)OC(=O)C(=C2CCCN2)C(=O)O1
2% | -74% | 2.3% | 2.6% | 23% | -53% | 18% | -35% | -0.1% | COCC(C)NC(=O)c1cc(-c2cccc(OC)c2)on1 (configuration not stated)
9% | -2% | -0.6% | 0.9% | 8% | 13% | 6% | 14% | -0.1% | COc1ccc(CCNC(=O)C(=O)NCC2OCCN2C(=O)c2ccc(Cl)cc2)cc1 (configuration not stated)
4% | -10% | -1.9% | -2.4% | 6% | 4% | 6% | -10% | -0.2% | CCSc1nc2c(c(=O)[nH]1)C(c1cccnc1)C(C(=O)OC)=C(C)N2 (configuration not stated)
7% | -69% | -3.2% | -2.5% | 10% | 23% | 9% | -29% | 0.1% | O=C(N/N=C/c1ccc(N2CCOCC2)c([N+](=O)[O-])c1)c1ccc(F)cc1
9% | -10% | 7.3% | -2.0% | -1% | 11% | 0% | -22% | 0.2% | CCN1CCN(C(=O)CS(=O)(=O)Cc2nc(-c3cccc(OC)c3)oc2C)CC1
5% | -38% | 6.5% | 1.1% | -7% | 10% | 22% | -44% | 0.3% | c1ccc(-c2noc(CN3CCCC(OCc4ccccn4)C3)n2)cc1 (configuration not stated)
7% | 0% | 4.3% | 2.9% | 11% | 9% | 4% | 27% | -0.1% | COc1ccccc1CNC(=O)CNC(=O)[C@@H]1Cc2ccccc2CN1
3% | -24% | -0.6% | 1.8% | 19% | -10% | 19% | 23% | 0.1% | COc1ccc(CCNC(=O)COc2ccc(S(=O)(=O)N3CCOCC3)cc2)cc1
4% | -42% | -2.0% | 9.7% | 6% | 10% | 5% | x | -0.4% | CC(NC(=O)C(C)N1C(=O)C2C3CC(C(Br)C3Br)C2C1=O)c1ccccc1 (configuration not stated)
10% | -45% | -2.3% | -0.1% | -6% | -16% | 9% | -8% | 0.7% | CC(=O)N(C)c1nnc(-c2ccccn2)s1
0% | -17% | -1.2% | 1.5% | 17% | 11% | 12% | 18% | 0.2% | Cc1nc2ncnn2c(C)c1Cc1ccc(Cl)cc1F
10% | -9% | -2.1% | 2.0% | 12% | 6% | 9% | 12% | -0.4% | Cc1ccccc1C(=O)c1c[nH]c(C(=O)NCCc2ccccn2)c1
-1% | -33% | 4.6% | 0.8% | 42% | -11% | 4% | -17% | -0.2% | Cc1ccc2cccc(OCCOCCOc3ccccc3Br)c2n1
9% | 14% | 1.9% | -2.2% | -14% | 6% | 9% | -32% | -0.1% | Cc1nc(=O)c(-c2ccccc2)c(C)n1CCO
1% | -17% | -2.2% | 0.0% | 4% | 15% | x | 31%[20 µM] | 0.6% | C/C(=N\Nc1nc(Nc2ccccc2)nc(N2CCOCC2)n1)c1cccs1
9% | 2% | -4.5% | 1.9% | -1% | -1% | 13% | 48% | -0.1% | N#CC/C(N)=N/Nc1nc2ccccc2nc1Cc1ccccc1
4% | -6% | -0.9% | 4.3% | 13% | 4% | 11% | -10% | -0.1% | CCCN1CCN(C(=O)c2cn(CC(C)C)c(=O)c3cc(OC)c(OC)cc23)CC1
4% | -25% | 4.8% | 0.6% | 4% | -5% | 4% | -35% | 1.0% | Nc1nc(SCc2ccc(Cl)cc2)[nH]c(=O)c1-c1ccccc1
4% | 19% | -1.8% | -1.8% | -14% | 17% | 6% | 14% | 0.0% | CCCCn1c(SC(C)C(N)=O)nc2cc(C(=O)OC)ccc2c1=O (configuration not stated)
7% | 17% | 1.1% | 0.9% | 2% | -7% | 1% | -64% | 0.0% | CCOC(=O)c1ccc(NC(=O)CCNc2c(N3CCCC3)c(=O)c2=O)cc1

Random excerpt: 2 records from the list.
MgcRacGAP inhibition | NOD1 inhibition | KOR beta-arrestin-1 | HIV fusion peptide | GPR55 LPI antagonism | NOD2 inhibition | SV40 large T antigen | KOR beta-arrestin-2 | GPR55 beta-arrestin | mol
9% | 14% | 1.9% | -2.2% | -14% | 6% | 9% | -32% | -0.1% | Cc1nc(=O)c(-c2ccccc2)c(C)n1CCO
4% | -6% | -0.9% | 4.3% | 13% | 4% | 11% | -10% | -0.1% | CCCN1CCN(C(=O)c2cn(CC(C)C)c(=O)c3cc(OC)c(OC)cc23)CC1

Next results
MgcRacGAP inhibition | NOD1 inhibition | KOR beta-arrestin-1 | HIV fusion peptide | GPR55 LPI antagonism | NOD2 inhibition | SV40 large T antigen | KOR beta-arrestin-2 | GPR55 beta-arrestin | mol
7% | -12% | 8.9% | -0.5% | 14% | -2% | 6% | -2% | 0.2% | CCOc1ccc(N2CC(=O)N/C2=N\c2nc(C)cc(C)n2)cc1
-6% | -38% | -1.6% | 1.1% | 1% | -1% | -4% | -3% | 0.6% | COc1cc(CN(C)Cc2nc3cc(C(F)(F)F)ccc3c(=O)[nH]2)ccc1OC(F)F
-6% | 4% | -0.1% | -1.0% | 21% | 10% | 2% | -26% | 0.6% | CCC(C)(C)n1nnnc1C(c1ccc(C)cc1)N1CCN(C(=O)c2ccco2)CC1 (configuration not stated)
5% | -40% | -0.4% | -0.9% | 21% | -20% | -1% | 4% | -0.1% | O=C(CC1NCCc2ccccc21)Nc1ccccc1 (configuration not stated)
x | 31% | -3.0% | 0.6% | -3% | 37% | 2% | 7% | -0.1% | CCn1c(SCC(=O)Nc2nc3ccccc3s2)nc2c(c1=O)SC(C)C2 (configuration not stated)
8% | -23% | 0.5% | -1.8% | 2% | 8% | 20% | -29%[20 µM] | -0.1% | CCCNCc1cc(OC)c(OCC(=O)Nc2ccccc2)cc1Br
5% | -13% | -2.1% | 0.6% | 0% | 21% | 14% | -12% | 0.2% | CCNC(=O)/C(C#N)=C/c1c(N2CC(C)OC(C)C2)nc2ccccn2c1=O (configuration not stated)
6% | -4% | 2.7% | 0.1% | 2% | 22% | 17% | 17% | 0.2% | CCOc1ccc(N2C(=O)CC(NCc3ccc(S(N)(=O)=O)cc3)C2=O)cc1 (configuration not stated)
2% | -8% | 1.6% | 3.4% | 4% | 18% | 6% | 19% | 0.5% | C/C=C(/C)C(=O)O[C@H]1[C@@H](O)c2c(ccc3ccc(=O)oc23)OC1(C)C
8% | -5% | 2.5% | -0.8% | 11% | 25% | 7% | -4% | 0.2% | COc1ccc(N2CCN(C(=O)CSc3ncnc4c3cnn4-c3ccccc3C)CC2)cc1
6% | 21% | -1.7% | 4.7% | 0% | 20% | 9% | -13% | -0.1% | CCOc1ccc(-c2c(C(=O)N/N=C/c3ccsc3)nnn2-c2nonc2N)cc1
13% | -20% | -2.0% | 2.1% | 16% | 8% | 6% | -2% | -0.1% | CC(=O)Nc1nc(=S)ss1
0% | -2% | 3.4% | 1.0% | -6% | 9% | 4% | 19% | 0.2% | O=C(O)C1CCCN1C(=O)Nc1ccccc1 (configuration not stated)
6% | 16% | -2.3% | -3.0% | 2% | 2% | 27% | 2% | 0.2% | CN1C(=O)/C(=C/c2ccccc2Cl)Sc2ccc(C(=O)NCc3cccnc3)cc21
7% | -16% | 7.0% | 0.4% | 15% | 15% | 1% | -10% | -0.2% | CC(C)CN(CC(C)C)c1nnc(NC(=O)Cn2c(=O)oc3ccccc32)s1

Compounds listed so far with an aryl thioether with sulfur outside any ring (7):
MgcRacGAP inhibition | NOD1 inhibition | KOR beta-arrestin-1 | HIV fusion peptide | GPR55 LPI antagonism | NOD2 inhibition | SV40 large T antigen | KOR beta-arrestin-2 | GPR55 beta-arrestin | mol
8% | x | -1.5% | -4.0% | 2.7µM* | 11% | 7% | 11% | -0.2% | CSc1nnc(-c2sccc2OCc2ccccc2)n1C
7% | -18% | 0.5% | 0.3% | -7% | 6% | -6% | -72% | -0.1% | CC(=O)Nc1cccc(NC(=O)CSc2nc3c(c(=O)n(C)c(=O)n3C)n2C)c1
4% | -10% | -1.9% | -2.4% | 6% | 4% | 6% | -10% | -0.2% | CCSc1nc2c(c(=O)[nH]1)C(c1cccnc1)C(C(=O)OC)=C(C)N2 (configuration not stated)
4% | -25% | 4.8% | 0.6% | 4% | -5% | 4% | -35% | 1.0% | Nc1nc(SCc2ccc(Cl)cc2)[nH]c(=O)c1-c1ccccc1
4% | 19% | -1.8% | -1.8% | -14% | 17% | 6% | 14% | 0.0% | CCCCn1c(SC(C)C(N)=O)nc2cc(C(=O)OC)ccc2c1=O (configuration not stated)
x | 31% | -3.0% | 0.6% | -3% | 37% | 2% | 7% | -0.1% | CCn1c(SCC(=O)Nc2nc3ccccc3s2)nc2c(c1=O)SC(C)C2 (configuration not stated)
8% | -5% | 2.5% | -0.8% | 11% | 25% | 7% | -4% | 0.2% | COc1ccc(N2CCN(C(=O)CSc3ncnc4c3cnn4-c3ccccc3C)CC2)cc1
